# Screens as filed in PubChem.
# GLD-1 TGE inh – GLD-1-TGE RNA interaction inhibition (C. elegans). Q17339. purified GLD-1 + fluorescein TGE RNA, fluorescence polarization. inhibition, % at 5.96 µM. hit rate 0.44% among 320,000. AID 2280;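 active = percent inhibition above a per-plate cutoff, the plate mean of test compounds plus 3 SD, cut at about 30% in these data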;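 note: 0% = DMSO wells with GLD-1 and probe and 100% = wells lacking GLD-1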
# Efflux pump inh – antifungal efflux pump inhibition, Nile Red retention | S. cerevisiae Candida pump triplex | inhibition, % at 10 µM | hit rate 0.44% among 330,000 | AID 485275;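 active = plate passing quality check with inhibition over a set limit, or well fluorescence over plate mean plus 4 SD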;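 note: Nile Red retained in pooled yeast measured as flow cytometry median fluorescence; 0% = buffer negative control and 100% = Enniatin B positive control; higher means more Nile Red kept so more efflux inhibition; some compounds called inactive have numbers as strong as hits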
# EBNA-1 inhibitor – blocks EBNA-1 binding to DNA. EBNA-1 DNA binding, fluorescence polarization. inhibition, % at 14.8 µM. hit rate 0.34% among 300,000. AID 1950; in the data active = inhibition above about 28%
# CR mimetic SO – yeast age-related superoxide inhibition as caloric restriction mimetic; hit rate 0.18% among 330,000; superoxide response (% of plate mean), % at 10 µM; S. cerevisiae aged cells, superoxide DHE fluorescence; stronger effect = lower value;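 active = superoxide response under a set limit, about three screen SD below normal, cut at about 65% in these data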;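 note: yeast aged for seven days with compound at 30 °C before DHE staining; 100% = average MFI of all compound-treated wells on the plate with controls excluded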
# BCLXL inh – blocks human Bcl-xL binding to Bim BH3 peptide. Q07817. GST-Bcl-xL / FITC-Bim BH3 peptide fluorescence polarization. inhibition, % at 10.9 µM. hit rate 0.7% among 320,000;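 active = inhibition above the mean of all tested compounds plus 3 SD, cutoff set per campaign, cut at about 30% in these data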;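 note: 0% = DMSO wells and 100% = unlabeled Bim-BH3 peptide competitor; inhibitors lower millipolarization by displacing the labeled peptide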
# Target sequence (Q07817 whole entry, looked up): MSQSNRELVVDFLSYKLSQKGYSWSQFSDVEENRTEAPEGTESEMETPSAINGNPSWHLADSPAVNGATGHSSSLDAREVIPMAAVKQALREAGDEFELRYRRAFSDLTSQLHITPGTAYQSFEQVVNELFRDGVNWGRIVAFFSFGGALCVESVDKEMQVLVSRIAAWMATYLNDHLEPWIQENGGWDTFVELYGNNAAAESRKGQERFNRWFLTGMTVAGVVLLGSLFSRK
# MCL1 BIM primary – disrupts human MCL1 binding to BIM-BH3 peptide; AID 2057; inhibition, % at 10.9 µM; GST-MCL1 / FITC-Bim-BH3 fluorescence polarization; Q07820; hit rate 0.68% among 320,000;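 active = inhibition above the mean inhibition of all tested compounds plus 3 SD, set per campaign, cut at about 40% in these data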;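 note: 0% = DMSO wells and 100% = unlabeled Bim-BH3 peptide control; higher means more loss of mP so more displacement of Bim peptide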
# ZTA DNA inh – counter-screen for EBNA-1 inhibitors: inhibitors of Epstein-Barr virus ZTA; P03206; ZTA-DNA binding, fluorescence polarization; inhibition, % at 11 µM; hit rate 0.15% among 320,000; in the data active = inhibition above about 33%
# Target sequence (P03206 whole entry, looked up): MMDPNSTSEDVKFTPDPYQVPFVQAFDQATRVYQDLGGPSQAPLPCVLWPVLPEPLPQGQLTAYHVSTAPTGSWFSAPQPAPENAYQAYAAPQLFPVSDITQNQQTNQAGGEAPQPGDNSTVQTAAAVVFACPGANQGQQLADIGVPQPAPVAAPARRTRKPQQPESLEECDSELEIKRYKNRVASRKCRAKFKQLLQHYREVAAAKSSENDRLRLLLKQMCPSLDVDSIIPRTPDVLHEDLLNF
# MEX-5 binding – C. elegans MEX-5 TCR-2 RNA binding activity | Q9XUB2 | MEX-5/FITC-TCR2 RNA binding, fluorescence polarization; stronger effect = lower value | activity score (negative = inhibition of binding), % at 10 µM | hit rate 0.38% among 300,000;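 active = inhibition past about -25% in most replicates, and total fluorescence under double the plate's negative control median, limit read from the data; inconclusive = replicates evenly split on the limit, or fluorescence at least double controls; inactive = too little inhibition in most replicates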;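 note: 0% = DMSO and -100% = 5 µM competing unlabeled TCR2 RNA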
# Target sequence (Q9XUB2 whole entry, looked up): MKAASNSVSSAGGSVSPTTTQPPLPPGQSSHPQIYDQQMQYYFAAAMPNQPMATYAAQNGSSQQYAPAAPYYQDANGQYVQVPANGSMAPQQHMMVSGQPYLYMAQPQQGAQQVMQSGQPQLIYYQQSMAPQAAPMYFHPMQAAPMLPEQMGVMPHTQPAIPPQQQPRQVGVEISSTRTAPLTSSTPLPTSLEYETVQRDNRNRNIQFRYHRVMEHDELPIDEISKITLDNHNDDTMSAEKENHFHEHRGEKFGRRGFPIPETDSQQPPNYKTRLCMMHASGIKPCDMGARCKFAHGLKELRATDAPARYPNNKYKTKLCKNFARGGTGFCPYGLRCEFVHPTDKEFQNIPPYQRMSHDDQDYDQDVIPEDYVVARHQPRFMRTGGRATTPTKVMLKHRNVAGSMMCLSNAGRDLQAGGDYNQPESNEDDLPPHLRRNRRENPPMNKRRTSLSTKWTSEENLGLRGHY
# Fam108B inh – counter-screen for RBBP9 inhibitors: inhibitors of mouse Fam108B; recombinant Fam108B, FP-Rh probe fluorescence polarization; inhibition, % at 9.51 µM; hit rate 0.33% among 300,000;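 active = inhibition above the screen mean inhibition plus 3 SD, computed separately per campaign, cut at about 18% in these data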;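 note: inhibitors lower polarization as less probe binds the enzyme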
# Numbers without * were called inactive; ? = inconclusive; / = no result given.
Compound,GLD-1 TGE inh,Efflux pump inh,EBNA-1 inhibitor,CR mimetic SO,BCLXL inh,MCL1 BIM primary,ZTA DNA inh,MEX-5 binding,Fam108B inh
COc1ccc(NC(=O)CN(C)C(=O)c2cccc(S(=O)(=O)N3CCN(C)CC3)c2)cc1,-4,0.1,-12,99,-14,-13,4,-8.5,1
CC(C)NC(=O)Cn1c(SCC(=O)N2CCCCCC2)nc2ccccc21,4,-0.1,5,93,4,6,-1,-2.9,-2
CCOC(=O)C1=C(COC(=O)CNS(=O)(=O)c2ccc(C)cc2)NC(=O)NC1C (stereo not given),1,0.2,-2,95,5,11,0,3.0,1
COc1ccc(S(=O)(=O)NCC(c2ccco2)N2CCOCC2)cc1 (stereo not given),-3,-0.1,-5,97,2,9,-16,-0.5,-2
O=C(COC(=O)C12CC3CC(CC(O)(C3)C1)C2)NC12CC3CC(CC(C3)C1)C2,2,0.1,-15,110,0,-9,-2,-0.3,-2
CCOC(=O)c1sc2nc(CSc3nc4ccccc4n3CC)[nH]c(=O)c2c1C,3,-0.1,-3,94,-6,-6,-14,24,0
COc1ccc(CCC(=O)N/N=C(\C)c2ccc3c(c2)OCO3)cc1,-1,0.1,1,106,1,3,-3,4.1,-2
Cc1ccc(N/N=C(\C#N)C(N)=S)c(C)c1,0,0.0,-1,94,6,6,-11,-1.8,5
Cc1ccc2cc(S(=O)(=O)NCCCC(=O)O)ccc2c1,-4,0.2,-10,90,0,-9,-8,-0.4,0
CCSc1nnc(NC(=O)C2(C)Cc3ccccc3C(=O)O2)s1 (stereo not given),2,0.1,6,103,1,5,4,2.6,2
CN(C)c1cc(-c2ccc([N+](=O)[O-])cc2)oc(=O)c1Cl,0,0.1,-12,97,7,3,8,?,-1
COc1ccc(C2C(C#N)=C(N)Oc3cc(N)ccc32)cc1OC (stereo not given),2,0.0,-7,98,6,2,3,-0.7,2
CC(C)(C)OC(=O)N1CCC(c2c(C(=O)N3CCN(C(=O)c4ccco4)CC3)cnn2-c2ccc(F)cc2)CC1,5,0.0,-8,104,-8,-5,15,3.1,-2
O=C(COC(=O)C1CCCC1)NCc1ccc(Cl)cc1,4,-0.1,-4,84,-8,-6,-12,1.2,0
Cc1ccc(C)c(CSc2ccc3nnc(-c4ccccn4)n3n2)c1,-3,0.1,-14,109,0,2,-17,0.4,-1

# Further compounds:
Compound,GLD-1 TGE inh,Efflux pump inh,EBNA-1 inhibitor,CR mimetic SO,BCLXL inh,MCL1 BIM primary,ZTA DNA inh,MEX-5 binding,Fam108B inh
CC(C)(C)c1cc(C(=O)C[n+]2ccc(C(=O)NCCCO)cc2)cc(C(C)(C)C)c1O,-1,0.0,-8,112,-2,1,-14,1.2,-4
N#CC(C(N)=O)=C1CCCCC1,1,0.0,4,115,11,3,16,1.2,0
O=C(OCC(=O)N1CCCc2ccccc21)c1ccc(S(=O)(=O)C(F)F)cc1,0,0.0,1,96,-12,-7,4,1.4,-3
O=C(CN1C(=O)C2(OCCCO2)c2ccccc21)NCCc1ccccc1,0,-0.2,-5,97,2,5,5,-0.9,-4
COCCNC(=O)c1cc(-c2ccc(-c3ccccc3)cc2)nc2ccccc12,-8,0.0,-10,93,-2,-3,-2,0.7,-11
COc1cc(NC(=O)c2oc3ccccc3c2C)ccc1NC(=O)c1ccco1,2,0.1,2,99,-1,-5,13,-7.6,0
CCN(CC)S(=O)(=O)c1ccc(N(C)C)c(NC(=O)CC(NC(C)=O)c2ccccc2)c1 (stereo not given),-2,0.0,11,93,-7,-11,3,-1.0,2
COC(=O)c1ccc(SC)cn1,3,0.0,3,87,0,-2,3,-2.6,2
CC1CCCCC1NC(=S)Nc1cccc(S(=O)(=O)N(C)C)c1 (stereo not given),-2,0.0,1,88,4,2,4,-1.3,0
CCOC(=O)c1ccc2c(c1)C(=O)N(C1CCCCC1)C2=O,-4,0.1,12,110,5,0,-5,0.6,-4
CCOC(=O)C1C(=O)CC(C)(O)C(C(=O)OCC)C1c1ccc([N+](=O)[O-])cc1 (stereo not given),12,-0.1,-2,104,0,-1,-24,-1.5,1
CC1(C(=O)Nc2nnc(SCc3ccccc3)s2)Cc2ccccc2C(=O)O1 (stereo not given),4,0.0,9,84,2,5,8,2.8,-1
Cc1nc(C)n(C(C)CNS(=O)(=O)c2ccc(Cl)cc2)n1 (stereo not given),2,-0.1,9,103,6,1,4,-4.7,2
COc1cccc(C(=O)NCC(=O)OCC(=O)Nc2cc(OC)c([N+](=O)[O-])cc2C)c1,1,0.0,6,102,3,12,-13,2.0,0
C=CCNC(=O)[C@@H]1CSC2c3ccc(OC)c(OC)c3C(=O)N21 (stereo not given in full),9,-0.1,2,91,4,0,-1,-1.8,-2

# (listing goes on)
Compound,GLD-1 TGE inh,Efflux pump inh,EBNA-1 inhibitor,CR mimetic SO,BCLXL inh,MCL1 BIM primary,ZTA DNA inh,MEX-5 binding,Fam108B inh
COc1ccc(CC(NC(C)=O)C(=O)NC2CCN(C(=O)c3cc(OC)c(OC)c(OC)c3)CC2)cc1 (stereo not given),0,-0.1,-6,94,6,12,-6,1.0,-3
COc1cc(C(c2c(C)[nH][nH]c2=O)c2c(C)[nH][nH]c2=O)cc(OC)c1OC,-9,0.5,-22,115,-5,-4,7,-4.9,4
Cc1ccccc1C(=O)N/N=C1\SCC(=O)N1Cc1ccco1,2,-0.1,4,96,0,-5,6,-1.0,2
O=C(CCn1cccc(C(F)(F)F)c1=O)Nc1cccc(C(F)(F)F)c1,2,0.3,-18,118,0,1,-17,0.0,-2
O=C(c1ccco1)N1CCN(S(=O)(=O)c2ccc(S(=O)(=O)NC3CCCCC3)cc2)CC1,0,0.0,9,95,4,-2,-19,2.1,-1
O=C(COC(=O)c1cncc(Br)c1)NCc1ccccc1Cl,5,-0.1,-7,96,-3,7,1,0.4,1
O=C(Nc1nn[nH]n1)c1cccc([N+](=O)[O-])c1,-2,-0.1,3,101,4,6,11,-1.4,-1
Nc1c(NC2CCCCC2)c2ccccc2oc1=O,12,-0.1,3,107,-1,4,-10,2.6,5
Cc1cccnc1NC(=O)CCNC(=O)c1ccc(Cl)cc1,4,0.0,-8,100,0,-3,-3,0.5,0
COC(=O)CC1C(=O)NC(C)=C1C(=O)OC (stereo not given),9,0.0,-6,109,-2,0,-17,-1.0,0
COc1ccc(C(=O)NCCc2c[nH]c3ccccc23)cc1,3,0.0,-5,107,2,1,-2,-1.5,-2
O=C(N/N=C/c1coc2ccccc2c1=O)c1cn(-c2ccccc2)nc1-c1ccc(F)cc1,6,0.0,10,77,0,-1,5,-0.1,-6
O=C1CCN(CCc2ccccc2)CCN1[C@H](COc1ccccc1)Cc1ccccc1,9,-0.1,2,95,-1,1,-22,-2.9,-3
O=C(Nc1ccc(Cl)cc1)C1CCN(C(=O)NC2CCCCC2)CC1,5,-0.3,-12,92,7,6,-7,0.1,-6
CC1CCN(CCOc2ccc(OCc3ccccc3)cc2)CC1,-1,0.0,8,101,1,0,-18,0.0,-3

# Carrying on:
Compound,GLD-1 TGE inh,Efflux pump inh,EBNA-1 inhibitor,CR mimetic SO,BCLXL inh,MCL1 BIM primary,ZTA DNA inh,MEX-5 binding,Fam108B inh
O=C(CSc1nc2scc(-c3ccccc3)c2c(=O)[nH]1)Nc1ccccc1,-2,0.3,-7,118,-2,0,-1,-4.6,-13
O=C1NN=COc2ccccc21,1,0.0,0,104,2,2,-1,1.6,-4
COc1ccc(C(=O)CC(=O)C(=O)Nc2ccccc2C(F)(F)F)cc1,-23,-0.1,1,101,-6,-7,0,0.5,1
Cn1cc(C(=O)N/N=C/c2cccs2)c2ccccc21,4,0.1,3,97,5,1,-14,1.5,-2
COc1ccc2c(c1)[n+](=O)c(C(C)=O)c(C)n2[O-],0,0.1,-3,93,11,6,12,-0.9,2
O=C1CN2Cc3c(ccc(Cl)c3Cl)N=C2N1,2,-0.2,5,87,-1,-1,2,-2.4,-3
C#CCNC(=O)C1=C[C@H](c2ccc(C(F)(F)F)cc2)C[C@H](OCCCCO)O1,-10,-0.1,5,96,2,-8,-19,-0.4,-5
CC(C)(C)Cc1nnc(NC(=O)Cc2cccs2)s1,-1,-0.1,15,87,4,31,15,-0.3,1
C=CCn1cccc(C(=O)Nc2ccc(C)c(C)c2)c1=O,6,-0.3,-3,89,0,7,13,0.2,2
CCc1ccc(NC(=O)COc2coc(CN3CCN(c4ccccc4)CC3)cc2=O)cc1,2,0.1,-6,115,4,-1,10,-1.8,2
COc1cccc(NC(=O)N2CCC(N3CCCCC3)CC2)c1,7,-0.1,1,106,5,4,-22,0.6,-1
COCCN(CC(=O)Oc1ccccc1P(=O)(OC)OC)Cc1ccccc1,-5,0.0,-1,83,-2,-1,-15,2.8,-4
O=C(N/N=C\c1cccs1)c1sccc1-n1cccc1,-1,-0.2,-3,84,4,12,2,-2.4,0
Cc1cc(Br)c2c(c1)/C(=C/C(=O)c1cccs1)C(=O)N2,4,0.1,-24,93,8,2,8,0.3,1
COc1ccc(NC(=O)C(Cc2ccccc2)n2cccc2)c(OC)c1 (stereo not given),0,-0.2,1,94,1,0,-1,1.6,5

# (next part)
Compound,GLD-1 TGE inh,Efflux pump inh,EBNA-1 inhibitor,CR mimetic SO,BCLXL inh,MCL1 BIM primary,ZTA DNA inh,MEX-5 binding,Fam108B inh
O=C(c1cn(-c2ccccc2)nc1-c1cccnc1)N1CCN(S(=O)(=O)c2ccccc2F)CC1,-2,-0.1,/,85,-11,-14,-17,/,/
CC1(C)C2CC=C(/C=N/NC(=O)c3ccccc3O)C1C2 (stereo not given),-3,0.2,-2,86,-4,-8,13,1.7,1
Cn1cc(CN2CCC(C(=O)N3CCCCC3)CC2)c(-c2ccccc2F)n1,3,0.0,10,97,4,5,12,1.0,-1
CCOc1cc(C=O)ccc1OCc1cc(=O)n2cc(C)ccc2n1,3,-0.1,-1,87,-1,-4,-4,2.7,5
CCc1ccc(NC(=O)C2CCN(S(=O)(=O)c3ccc4[nH]c(=O)ccc4c3)CC2)cc1,8,0.1,5,104,1,1,10,0.6,-8
Cc1ccc(CCNC(=O)C2CCN(S(=O)(=O)c3cccc4cccnc34)CC2)cc1,-4,-0.2,5,100,3,3,-2,-0.6,1
CCOC(=O)C1CN(S(=O)(=O)c2ccc(Cl)cc2)c2cc(S(=O)(=O)CC)ccc2O1 (stereo not given),12,-0.3,-4,101,1,-3,-7,-1.7,1
Cc1ccc(NC(=O)c2oc3c(c2C)C(=O)CC(C)(C)C3)cc1,3,0.0,-10,104,-9,-1,-3,0.7,5
NC(=O)CNC(=O)[C@@H]1CC2(CC(c3ccccc3)=NO2)CN1C(=O)c1ccc(Br)cc1 (stereo not given in full),-7,0.1,2,100,-1,-1,0,0.3,1
Cc1ccc(N=Cc2c(O)ccc3ccccc23)cc1F,1,0.5,3,97,1,13,13,1.5,1
Cc1nnc(SCc2ccc([N+](=O)[O-])cc2)[nH]c1=O,2,0.2,12,98,4,7,15,1.4,3
Cc1cc(C)c2nc(N(CCCN(C)C)C(=O)c3ccc4c(c3)OCCO4)sc2c1,-3,0.0,-13,100,3,3,2,0.5,3
NNC(=O)c1oc2nc(-c3ccco3)cc(-c3ccco3)c2c1N,-7,-0.2,7,83,-40,-44,11,0.9,13
CCOC(=O)c1cc(NC(=O)c2ccc(OC)cc2)c(=O)oc1-c1ccccc1,5,0.2,-1,101,0,-2,2,-0.1,-6
Cc1ccc(S(=O)(=O)N2CCN(C(=O)CN3C(=O)c4ccccc4C3=O)CC2)c(C)c1,-1,-0.1,/,84,-1,4,-1,/,/
